PERK inh: blocks human PERK kinase | Q9NZJ5 | CHO PERK-DD fusion, SEAP luminescence translation reporter | inhibition, % at 5.6 µM | 0.17% of 220,000 active | AID 1416;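 active = inhibition above the mean inhibition of all tested compounds plus 3 SD, set separately per screening campaign, cut at about 2.9% in these data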;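 note: PERK kinase domain activated by AP20187 dimerizer at 100 nM; 0% = DMSO with dimerizer and 100% = rapamycin at 8.4 µM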
Target sequence (Q9NZJ5 whole entry, looked up, the tested form may be a part): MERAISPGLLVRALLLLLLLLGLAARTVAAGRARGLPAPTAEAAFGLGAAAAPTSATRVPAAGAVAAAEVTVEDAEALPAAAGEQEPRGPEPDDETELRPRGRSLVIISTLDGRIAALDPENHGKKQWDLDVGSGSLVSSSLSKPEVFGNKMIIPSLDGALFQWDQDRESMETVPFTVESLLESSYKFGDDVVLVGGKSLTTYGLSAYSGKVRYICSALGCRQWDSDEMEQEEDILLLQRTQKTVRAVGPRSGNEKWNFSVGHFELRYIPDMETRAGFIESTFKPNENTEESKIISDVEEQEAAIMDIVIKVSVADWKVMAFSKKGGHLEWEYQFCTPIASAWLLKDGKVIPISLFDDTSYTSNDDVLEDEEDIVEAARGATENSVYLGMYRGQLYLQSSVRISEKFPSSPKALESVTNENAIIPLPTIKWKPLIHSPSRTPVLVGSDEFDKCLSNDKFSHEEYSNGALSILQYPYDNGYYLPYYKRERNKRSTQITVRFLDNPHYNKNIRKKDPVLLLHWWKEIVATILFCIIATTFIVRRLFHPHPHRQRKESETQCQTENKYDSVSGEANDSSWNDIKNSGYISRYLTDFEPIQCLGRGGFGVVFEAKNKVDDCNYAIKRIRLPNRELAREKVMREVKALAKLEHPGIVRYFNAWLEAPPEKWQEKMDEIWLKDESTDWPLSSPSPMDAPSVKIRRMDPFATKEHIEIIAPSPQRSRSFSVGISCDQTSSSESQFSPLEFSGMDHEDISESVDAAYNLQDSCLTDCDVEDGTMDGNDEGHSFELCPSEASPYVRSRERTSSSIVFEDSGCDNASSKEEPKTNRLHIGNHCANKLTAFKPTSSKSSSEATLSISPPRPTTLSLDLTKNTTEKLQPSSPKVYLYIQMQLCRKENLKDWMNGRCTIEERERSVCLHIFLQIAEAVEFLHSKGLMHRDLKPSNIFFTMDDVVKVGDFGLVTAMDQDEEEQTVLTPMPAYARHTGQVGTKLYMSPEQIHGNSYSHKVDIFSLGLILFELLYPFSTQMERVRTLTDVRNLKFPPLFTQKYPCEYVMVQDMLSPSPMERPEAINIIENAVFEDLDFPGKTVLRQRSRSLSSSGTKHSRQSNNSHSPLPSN
MDM2 E3 inh: blocks human Mdm2 ubiquitin ligase activity | 0.11% of 210,000 active | Q00987 | cell-based MDM2 ubiquitination luciferase reporter, 2 h; 0 = plate control, 100 = twice control, blank-subtracted | signal enhancement, % at 5 µM | AID 1230;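 active = signal enhancement of 30% or more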;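 note: luminescence tracks abundance of the self-degrading MDM2-luciferase fusion protein; higher signal means inhibition of MDM2 E3 ligase activity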
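Buffer or medium: Cells held in DMEM | Assay system: Stable mammalian line carrying autodegrading MDM2–luciferase fusion reporter | Quantity: 2000 cells/well | Times: 4 h settle plus 2 h compound, 37 °C | Doses: One concentration, 5 µM, with 0.2% DMSO | Technique: Luminescence with SteadyLite reagent, 15 min at room temperature | Benchmarks: Plate controls and plate blanks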
Wee1 degr inh: blocks degradation of human Wee1 kinase; P30291; HeLa Luc-Wee1K328M stability, luciferase luminescence; 100% = proteasome inhibitor MG132 effect; reporter increase, % at 5 µM; 1.2% of 220,000 active;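 active = activation above the mean of all tested compounds plus 3 SD, set per screening run, cut at about 8.8% in these data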;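 note: cells exposed to compound for 20 h before luminescence read; 0% = DMSO alone and 100% = MG132 at 30 µM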
S1P4 antagonist: antagonists of human S1P4 receptor; O95977; S1P4-expressing cells, antagonist mode, reporter read-out; inhibition, % at 4.98 µM; 0.26% of 220,000 active; AID 1510; in the data active = inhibition above about 29%;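 note: 0% = wells stimulated with agonist and 100% = vehicle wells without agonist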
S1P4 ag: agonists of human S1P4 receptor. AID 1509. activation, % at 4.98 µM. S1P4-expressing cell line, agonist reporter assay. O95977. 0.35% of 220,000 active; in the data active = activation above about 11%;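 note: 0% = DMSO vehicle and 100% = reference agonist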
NPY-Y2 PAM-ag: potentiators or agonists of human neuropeptide Y receptor Y2; P49146; cells expressing NPY-Y2, potentiator/agonist read-out; activation, % at 3.6 µM; 0.45% of 220,000 active; in the data active = activation above about 27%;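 note: cells stimulated with NPY near EC25 plus isoproterenol at EC100; 0% = vehicle plus submaximal agonist and 100% = vehicle plus saturating agonist; some results beyond the cut were filed as inactive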
eIF4E 4G PPI: eIF4E/eIF4G interaction inhibition in translation initiation. TR-FRET eIF4E-eIF4GI(517-606) binding, 2 h. inhibition, % at 21.7 µM. 0.37% of 220,000 active. AID 782;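 active = inhibition above about 30%, limit read from the data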;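 note: 0% = full FRET control wells and 100% = background wells lacking eIF4GI fragment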
BaF3 parental: parental Ba/F3 viability inhibition as JAK2V617F counter-screen; CellTiter-Glo ATP luminescence; inhibition, % at 5.6 µM; 1.1% of 220,000 active; AID 1486;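 active = inhibition above a per-campaign cutoff, the mean inhibition of all tested compounds plus 3 SD, cut at about 27% in these data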;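 note: 0% = DMSO wells and 100% = JAK Inhibitor I control wells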
Ba/F3 V617F tox: reduce viability of Ba/F3 cells dependent on JAK2V617F | Ba/F3 EpoR-JAK2V617F viability, ATP luminescence | inhibition, % at 5.6 µM | 1.1% of 220,000 active | AID 1446;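 active = inhibition above the campaign mean plus 3 SD over all tested compounds, cut at about 24% in these data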;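 note: cytokine-independent growth of Ba/F3 cells driven by EpoR plus mutant JAK2; 0% = DMSO-treated cells and 100% = JAK inhibitor I control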
* = called active by the depositor; [ ] = remark or other dose. Outcome played no part in choosing rows. Share with any hit: about 4.1%.

What do the screens show for `CC1CC(C)CN(S(=O)(=O)c2ccccc2[N+](=O)[O-])C1` (centres undefined)?
PERK inh: 0.4; MDM2 E3 inh: 12; Wee1 degr inh: -1; S1P4 antagonist: -23; S1P4 ag: -2.3; NPY-Y2 PAM-ag: -1; eIF4E 4G PPI: 9; BaF3 parental: 6; Ba/F3 V617F tox: -2

What do the screens show for `CC(C)CCNC(=O)CSc1nnc(-c2ccc(S(=O)(=O)N3CCCC3)cc2)n1C`?
PERK inh: 0.2; MDM2 E3 inh: -2; Wee1 degr inh: -1; S1P4 antagonist: -2; S1P4 ag: 0.8; NPY-Y2 PAM-ag: 10; eIF4E 4G PPI: 0; BaF3 parental: 6; Ba/F3 V617F tox: 0

How did CCN(CC)S(=O)(=O)c1ccc2oc(C(=O)N3CCOCC3)c(C)c2c1 do in these assays?
PERK inh: -0.4; MDM2 E3 inh: 1; Wee1 degr inh: -4; S1P4 antagonist: -15; S1P4 ag: 1.0; NPY-Y2 PAM-ag: -7; eIF4E 4G PPI: -3; BaF3 parental: 0; Ba/F3 V617F tox: 0

What do the screens show for `CC(=O)c1ccc(NC(=O)Nc2ccccc2)cc1`?
PERK inh: 0.3; MDM2 E3 inh: -21; Wee1 degr inh: 4; S1P4 antagonist: 25; S1P4 ag: -0.7; NPY-Y2 PAM-ag: 11; eIF4E 4G PPI: 13; BaF3 parental: 5; Ba/F3 V617F tox: 2

Results for O=C1/C(=C/c2cccnc2)Oc2cc(OS(=O)(=O)c3ccc(Cl)cc3)ccc21 ?
PERK inh: 0.1; MDM2 E3 inh: -8; Wee1 degr inh: -1; S1P4 antagonist: -5; S1P4 ag: -1.7; NPY-Y2 PAM-ag: -18; eIF4E 4G PPI: -1[fluorescence artefact?]; BaF3 parental: -2; Ba/F3 V617F tox: -1

What do the screens show for `CCCOc1ccc(C2(C(=O)O)CCCC2)cc1`?
PERK inh: 0.6; MDM2 E3 inh: 1; Wee1 degr inh: 0; S1P4 antagonist: -13; S1P4 ag: -0.3; NPY-Y2 PAM-ag: -2; eIF4E 4G PPI: -4; BaF3 parental: 3; Ba/F3 V617F tox: -1

How did N#C/C(=C/c1ccc(-c2ccc(Br)cc2)o1)C(=O)NC1CCCCC1 do in these assays?
PERK inh: 0.2; MDM2 E3 inh: -6; Wee1 degr inh: -1; S1P4 antagonist: -26; S1P4 ag: 1.1; NPY-Y2 PAM-ag: -3; eIF4E 4G PPI: 2; BaF3 parental: -1; Ba/F3 V617F tox: -2

Results for Cn1c(N)cc(=O)n(Cc2ccccc2)c1=O ?
PERK inh: -0.1; Wee1 degr inh: 4; S1P4 antagonist: 17; S1P4 ag: -0.5; NPY-Y2 PAM-ag: 3; eIF4E 4G PPI: -4; BaF3 parental: 5; Ba/F3 V617F tox: 0

Results for Cc1ccc(S(=O)(=O)N2C(=O)CCC2C(=O)NCc2ccco2)cc1 (centres undefined) ?
PERK inh: 0.3; MDM2 E3 inh: 7; Wee1 degr inh: -1; S1P4 antagonist: 10; S1P4 ag: 1.5; NPY-Y2 PAM-ag: -16; eIF4E 4G PPI: 1; BaF3 parental: 2; Ba/F3 V617F tox: 0

What do the screens show for `COc1cc(NC(=O)COC(C)=O)cc(OC)c1OC`?
PERK inh: 0.7; MDM2 E3 inh: -17; Wee1 degr inh: -3; S1P4 antagonist: -9; S1P4 ag: -0.9; NPY-Y2 PAM-ag: 5; eIF4E 4G PPI: -1; BaF3 parental: 7; Ba/F3 V617F tox: -2

How did CC(=O)c1cccc(S(=O)(=O)N2CCC(n3nnc4cc(F)ccc43)CC2)c1 do in these assays?
PERK inh: -0.9; MDM2 E3 inh: 2; Wee1 degr inh: 2; S1P4 antagonist: -1; S1P4 ag: -1.6; NPY-Y2 PAM-ag: 6; eIF4E 4G PPI: -4; BaF3 parental: 11; Ba/F3 V617F tox: -2

Results for O=c1[nH]cnc(O)c1C(c1ccc2c(c1)OCO2)c1c(O)nc[nH]c1=O ?
PERK inh: 1.5; MDM2 E3 inh: 3; Wee1 degr inh: -1; S1P4 antagonist: 12; S1P4 ag: -0.2; NPY-Y2 PAM-ag: 12; eIF4E 4G PPI: -4; BaF3 parental: 9; Ba/F3 V617F tox: 0

Results for O=C(CCc1nnc(CCCCc2ccccc2)o1)NCCN1CCOC1=O ?
PERK inh: 0.2; MDM2 E3 inh: -10; Wee1 degr inh: 1; S1P4 antagonist: -14; S1P4 ag: 1.9; NPY-Y2 PAM-ag: 5; eIF4E 4G PPI: -2; BaF3 parental: -1; Ba/F3 V617F tox: 0

What do the screens show for `Cc1onc(-c2ccccc2)c1C(=O)N1CCCc2ccccc21`?
PERK inh: -0.3; MDM2 E3 inh: 6; Wee1 degr inh: -2; S1P4 antagonist: 0; S1P4 ag: -3.6; NPY-Y2 PAM-ag: 18; eIF4E 4G PPI: 2[fluorescence artefact?]; BaF3 parental: 3; Ba/F3 V617F tox: -4

How did O=C(O)/C=C/c1cccc(NC(=O)c2ccc(Cl)cc2)c1 do in these assays?
PERK inh: 0.6; MDM2 E3 inh: 13; Wee1 degr inh: -2; S1P4 antagonist: -1; S1P4 ag: 0.1; NPY-Y2 PAM-ag: -4; eIF4E 4G PPI: 1; BaF3 parental: 9; Ba/F3 V617F tox: 5

Results for O=C1NCCN1Cc1ccc(F)cc1 ?
PERK inh: 0.3; MDM2 E3 inh: -11; Wee1 degr inh: -1; S1P4 antagonist: -5; S1P4 ag: 1.2; NPY-Y2 PAM-ag: -16; eIF4E 4G PPI: -7; BaF3 parental: 4; Ba/F3 V617F tox: 0

What do the screens show for `COc1cccc(/C(O)=C2/C(=O)C(=O)N(CCN3CCOCC3)C2c2cccnc2)c1` (centres undefined)?
PERK inh: -0.5; MDM2 E3 inh: 9; Wee1 degr inh: -2; S1P4 antagonist: 9; S1P4 ag: 0.9; NPY-Y2 PAM-ag: -5; eIF4E 4G PPI: 4; BaF3 parental: 1; Ba/F3 V617F tox: -5

What do the screens show for `CCc1n[nH]c(=O)n1Cn1c(CC)n[nH]c1=O`?
PERK inh: -0.4; MDM2 E3 inh: -4; Wee1 degr inh: 4; S1P4 antagonist: 3; S1P4 ag: 2.8; NPY-Y2 PAM-ag: -6; eIF4E 4G PPI: -8; BaF3 parental: 9; Ba/F3 V617F tox: 3

Results for CCn1c2ccccc2c2cc(/C=N/NC(=O)c3ccccc3C)ccc21 ?
PERK inh: 0.4; MDM2 E3 inh: -12; Wee1 degr inh: -1; S1P4 antagonist: -16; S1P4 ag: -2.7; NPY-Y2 PAM-ag: -14; eIF4E 4G PPI: 4; BaF3 parental: 10; Ba/F3 V617F tox: 2

Results for CCOC(=O)C(NC(C)=O)(Nc1ccc(S(=O)(=O)Nc2cc(C)nc(C)n2)cc1)C(F)(F)F (centres undefined) ?
PERK inh: 0.6; Wee1 degr inh: 3; S1P4 antagonist: 12; S1P4 ag: -0.2; NPY-Y2 PAM-ag: 5; eIF4E 4G PPI: 0[fluorescence artefact?]; BaF3 parental: 5; Ba/F3 V617F tox: -1

Results for CCNC(=O)N1CCN(C(=O)NCC)CC1 ?
PERK inh: 0.0; MDM2 E3 inh: -7; Wee1 degr inh: 3; S1P4 antagonist: -2; S1P4 ag: -0.1; NPY-Y2 PAM-ag: 2; eIF4E 4G PPI: -3; BaF3 parental: 1; Ba/F3 V617F tox: -2

What do the screens show for `CCOC(=O)C1=C(CNCc2ccc(C)cc2)NC(=O)NC1c1cc(C)ccc1C` (centres undefined)?
PERK inh: -1.6; MDM2 E3 inh: -14; Wee1 degr inh: 0; S1P4 antagonist: -6; S1P4 ag: 2.0; NPY-Y2 PAM-ag: -27; eIF4E 4G PPI: -5; BaF3 parental: 5; Ba/F3 V617F tox: -2

Results for COc1ccc(-c2csc(Cc3nc(O)cs3)n2)cc1 ?
PERK inh: 0.5; MDM2 E3 inh: -6; Wee1 degr inh: 4; S1P4 antagonist: 0; S1P4 ag: -0.1; NPY-Y2 PAM-ag: 23; eIF4E 4G PPI: -1; BaF3 parental: 2; Ba/F3 V617F tox: -2

Results for Cc1ccc(-c2nn(CCC(=O)O)cc2/C=C\C(=O)c2ccc(Br)cc2)cc1 ?
PERK inh: -0.1; MDM2 E3 inh: -13; Wee1 degr inh: -4; S1P4 antagonist: 16; S1P4 ag: 0.5; NPY-Y2 PAM-ag: -9; eIF4E 4G PPI: 1; BaF3 parental: 3; Ba/F3 V617F tox: -2

Results for Cc1nnc(SC(C)C)n(N)c1=O ?
PERK inh: 0.3; MDM2 E3 inh: -10; Wee1 degr inh: -3; S1P4 antagonist: 0; S1P4 ag: 0.3; NPY-Y2 PAM-ag: -7; eIF4E 4G PPI: -1; BaF3 parental: 8; Ba/F3 V617F tox: 1

Results for CC(=O)Oc1cc2c(cc1Cl)C(c1cccs1)CC1(CC(C)(C)NC(=S)N1)O2 (centres undefined) ?
PERK inh: 0.1; MDM2 E3 inh: 5; Wee1 degr inh: 2; S1P4 antagonist: -7; S1P4 ag: -0.2; NPY-Y2 PAM-ag: 3; eIF4E 4G PPI: -3; BaF3 parental: -3; Ba/F3 V617F tox: -4

Results for O=C(OCCOCCN=C1NS(=O)(=O)c2ccccc21)C1CC(=O)N(c2ccccc2)C1 (centres undefined) ?
PERK inh: -1.2; MDM2 E3 inh: 2; Wee1 degr inh: 0; S1P4 antagonist: -1; S1P4 ag: 0.9; NPY-Y2 PAM-ag: -7; eIF4E 4G PPI: -1; BaF3 parental: 2; Ba/F3 V617F tox: 3

Results for COc1ccc(C(=O)c2ccccc2)c(OCC(=O)NC2CC2)c1 ?
PERK inh: 0.4; MDM2 E3 inh: 4; Wee1 degr inh: -3; S1P4 antagonist: 9; S1P4 ag: -0.4; NPY-Y2 PAM-ag: 11; eIF4E 4G PPI: 1; BaF3 parental: 5; Ba/F3 V617F tox: -4

What do the screens show for `O=C(O)CC12CC3CC(C1)CC(n1ncc(N4CCC5(CC4)OCCO5)c(Cl)c1=O)(C3)C2`?
PERK inh: 1.2; MDM2 E3 inh: 0; Wee1 degr inh: -4; S1P4 antagonist: -8; S1P4 ag: 0.6; NPY-Y2 PAM-ag: 13; eIF4E 4G PPI: 1; BaF3 parental: 0; Ba/F3 V617F tox: -7

How did O=C(CC(c1ccccc1)C1CCCCC1=O)c1ccco1 (centres undefined) do in these assays?
PERK inh: 1.1; MDM2 E3 inh: -1; Wee1 degr inh: 0; S1P4 antagonist: -10; S1P4 ag: 3.7; NPY-Y2 PAM-ag: -15; eIF4E 4G PPI: 5; BaF3 parental: -1; Ba/F3 V617F tox: -3

Compounds shown so far containing an NH in an aromatic ring:
Results for O=c1[nH]cnc(O)c1C(c1ccc2c(c1)OCO2)c1c(O)nc[nH]c1=O ?
PERK inh: 1.5; MDM2 E3 inh: 3; Wee1 degr inh: -1; S1P4 antagonist: 12; S1P4 ag: -0.2; NPY-Y2 PAM-ag: 12; eIF4E 4G PPI: -4; BaF3 parental: 9; Ba/F3 V617F tox: 0

What do the screens show for `CCc1n[nH]c(=O)n1Cn1c(CC)n[nH]c1=O`?
PERK inh: -0.4; MDM2 E3 inh: -4; Wee1 degr inh: 4; S1P4 antagonist: 3; S1P4 ag: 2.8; NPY-Y2 PAM-ag: -6; eIF4E 4G PPI: -8; BaF3 parental: 9; Ba/F3 V617F tox: 3
